mIAP act: increases mouse intestinal alkaline phosphatase activity; muIAP, CDP-Star luminescence, 30 min; active compounds read high; 1 = vehicle-only enzyme signal, 0 = enzyme-free wells; activation factor at 10 µM; actives 0.24% (n = 330,000); AID 2805;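 active = activation factor of at least 2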; also: the source names both 10 and 20 µM as test concentration; values of inactives mirror those of a sister screen read the other way
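System: mouse IAP enzyme. Reagent: CDP-Star chemiluminescent phosphatase substrate. Benchmarks: DMSO wells, no-enzyme wells. Times: 30 min enzyme-substrate-compound incubation at room temperature. Detection: luminescence from enzymatic CDP-Star hydrolysis. Doses: test compounds delivered from DMSO solution.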
hIAP inh: blocks human intestinal alkaline phosphatase; purified IAP, CDP-Star luminescence, 30 min; inhibition, % at 10 µM; actives 0.12% (n = 330,000);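 active = inhibition reaching a set limit with compound at 10 µM in the primary screen, cut at about 35% in these data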;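 also: plate controls were DMSO wells with enzyme for no effect and no-enzyme buffer wells for full effect; values of inactives mirror those of a sister screen read the other way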
Target sequence (P09923 whole entry, looked up): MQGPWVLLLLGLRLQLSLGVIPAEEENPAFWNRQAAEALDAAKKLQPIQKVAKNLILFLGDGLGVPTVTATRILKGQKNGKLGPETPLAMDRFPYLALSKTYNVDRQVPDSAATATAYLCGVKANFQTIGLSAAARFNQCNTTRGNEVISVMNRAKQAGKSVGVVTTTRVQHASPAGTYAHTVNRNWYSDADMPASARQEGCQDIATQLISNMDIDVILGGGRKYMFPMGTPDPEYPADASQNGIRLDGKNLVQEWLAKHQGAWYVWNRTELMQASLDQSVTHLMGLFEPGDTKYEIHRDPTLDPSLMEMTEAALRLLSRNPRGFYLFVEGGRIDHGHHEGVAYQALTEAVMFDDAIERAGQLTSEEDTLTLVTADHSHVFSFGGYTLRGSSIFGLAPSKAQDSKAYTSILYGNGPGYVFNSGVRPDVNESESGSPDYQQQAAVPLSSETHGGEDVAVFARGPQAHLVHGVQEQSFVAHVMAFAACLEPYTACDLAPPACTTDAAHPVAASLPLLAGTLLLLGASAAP
ATG4B inh: blocks human ATG4B protease cleavage of LC3 substrate | Q9Y4P1 | ATG4B cleavage of LC3-PLA2, NBD-HPC fluorescence, 1 h | inhibition, % at 8.33 µM | actives 0.51% (n = 340,000) | AID 504462; in the data active = inhibition above about 40%
hIAP activ: human IAP activation; P09923; purified human IAP, CDP-Star luminescence, 30 min; active compounds read high; 1 = vehicle-only enzyme, 0 = enzyme-free background; activation factor at 10 µM; actives 0.16% (n = 330,000); AID 2524;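 active = activation factor of the enzyme at least 2-fold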; also: the source names both 10 and 20 µM as test concentration; values of inactives mirror those of a sister screen read the other way
MPTP inh: permeability transition pore inhibition; isolated mouse mitochondria, Ca2+ swelling absorbance, 30 min; inhibition, % at 10 µM; actives 1.4% (n = 360,000); AID 602449;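 active = inhibition of 50% or more, scaled per plate between neutral and stimulator controls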;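 also: 0% = DMSO wells given calcium and 100% = 1 mM EGTA wells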
APOBEC3A inh: inhibitors of human APOBEC3A DNA deaminase. P31941. recombinant A3A, FAM/TAMRA ssDNA deamination fluorescence. inhibition, % at 20 µM. actives 0.41% (n = 330,000). AID 493011;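 active = at least 40% inhibition at 20 µM here, with at most 30% in a related deaminase screen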;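 also: plate controls were A3A with DMSO for no effect and wells lacking A3A enzyme for full effect; some results filed as inactive read as strong as hits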
Target sequence (P31941 whole entry, looked up): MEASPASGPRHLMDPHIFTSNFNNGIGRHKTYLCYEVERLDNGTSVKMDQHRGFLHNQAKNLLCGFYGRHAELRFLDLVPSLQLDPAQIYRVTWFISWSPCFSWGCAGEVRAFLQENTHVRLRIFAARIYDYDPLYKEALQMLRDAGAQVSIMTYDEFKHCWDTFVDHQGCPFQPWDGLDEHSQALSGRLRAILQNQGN
beta cell repl: MIN6 beta-cell proliferation induction; MIN6 cells proliferation, ATPlite luminescence, 48 h; cells starved in 0.2% serum; 100% = growth in 10% serum; proliferation, % at 10 µM; actives 0.29% (n = 330,000); AID 2380;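 active = compounds whose signal lies at least 3.5 SD above the mean of all wells on their plate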;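 also: 0% = DMSO-treated cells in low-serum medium and 100% = 10% serum control; some compounds called inactive have numbers as strong as hits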
APOBEC3G inh: blocks human APOBEC3G single-stranded DNA deamination | Q9HC16 | recombinant A3G, ssDNA deamination FAM/TAMRA fluorescence | inhibition, % at 20 µM | actives 0.28% (n = 330,000);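 active = inhibition of at least 40% at 20 µM, with no more than 30% in the related APOBEC3A deaminase screen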;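 also: plate controls were DMSO wells with A3G for no effect and wells lacking A3G enzyme for full effect; some compounds called inactive have numbers as strong as hits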
mIAP inh: blocks mouse intestinal alkaline phosphatase | purified mouse IAP, CDP-Star luminescence, 30 min | inhibition, % at 10 µM | actives 0.2% (n = 330,000);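 active = inhibition of at least 40% at 10 µM in the primary screen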;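 also: plate controls were DMSO with enzyme for no effect and no enzyme wells for full effect; values of inactives mirror those of a sister screen read the other way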
* marks the source's active call; other numbers are inactive results; x = not tested or not shown.

no.	Molecule	mIAP act	hIAP inh	ATG4B inh	hIAP activ	MPTP inh	APOBEC3A inh	beta cell repl	APOBEC3G inh	mIAP inh
1	COc1ccccc1CN1CC(C(=O)NCCN(C)CCc2ccccc2)CCC1=O (centres undefined)	1.02	-20.1	2.6	1.2	-0.7	-3.6	-2.0	-8.7	-2.3
2	CC1(C)c2[nH]c3ccccc3c2C[C@@H]2C(=O)N(Cc3ccccc3F)C(=O)N21	1.05	2.8	6.5	0.972	-1.3	0.4	-4.2	-4.5	-5.0
3	O=C(c1ccc(S(=O)(=O)Nc2ccccc2)cc1)N1CCCC1	0.929	13.5	-6.0	0.865	0.0	-2.3	2.2	-9.7	7.1
4	O=C(COc1ncnc2ccccc12)Nc1cc([N+](=O)[O-])ccc1F	1.12	-0.8	0.6	1.01	0.7	-11.5	-5.2	6.4	-11.7
5	N/C(=N\OC(=O)c1ccc(F)cc1)c1cccc([N+](=O)[O-])c1	1.01	1.6	-3.9	0.984	-0.3	-4.5	-4.5	-1.2	-1.4
6	COc1ccc(-c2ncccc2OC(=O)C23CC4CC(CC(C4)C2)C3)cc1OC	0.98	18.0	1.1	0.82	-0.7	0.4	-2.5	-7.2	2.0
7	COC(=O)c1c(NC(=O)c2cccc([N+](=O)[O-])c2)sc(C(N)=O)c1C	0.901	-12.4	0.3	1.12	1.6	-1.7	0.8	6.8	9.9
8	COc1ccc(N2CCN(S(=O)(=O)CCNC(=O)COc3ccccc3)CC2)cc1	0.969	-12.3	-7.1	1.12	0.1	-0.9	-4.6	-8.5	3.1
9	O=C1COc2ccc(S(=O)(=O)CCC(=O)N3CCN(c4cccc(C(F)(F)F)c4)CC3)cc2N1	0.957	-0.3	-17.2	1	7.6	-6.7	-4.5	-6.6	4.3
10	Cc1cc(C)cc(N(C(=O)c2ccc(Br)o2)C2C=CS(=O)(=O)C2)c1 (centres undefined)	0.936	7.3	-7.7	0.927	1.5	-3.7	6.5	-8.5	6.4
11	O=S(=O)(c1cc(F)ccc1F)N1CCN(C2CCCCC2)CC1	0.825	1.1	1.9	0.989	0.4	-5.9	1.4	-7.1	17.5
12	O=C(CN1C(=O)NC2(CCCC2)C1=O)Nc1cccc(-c2nnc3n2CCCCC3)c1	1.02	14.0	0.8	0.86	2.5	-0.9	0.4	-2.2	-2.0
13	Cc1cc(OCC(=O)N2CCC(O)CC2)c2c(C)cc(=O)oc2c1	1.04	-27.8	-3.5	1.28	-1.0	-5.4	-1.8	-6.9	-3.9
14	O=C(OCCN1C(=O)c2ccccc2C1=O)[C@@H]1CC(O)CN1S(=O)(=O)c1ccccc1[N+](=O)[O-] (some centres undefined)	1.01	0.0	-2.2	1	-0.6	0.5	-1.6	-5.6	-0.6
15	Cc1ccc(C(=O)COc2cccc(NC(=O)c3ccco3)c2)cc1	0.951	13.9	-1.1	0.861	-3.1	-5.1	-2.4	-6.2	4.9
16	COc1ccc(-c2n[nH]c3c2CN(C(=O)c2ccccc2)CC3)cc1	1.06	13.1	12.6	0.869	0.9	2.0	4.2	7.6	-6.2
17	CCOC(=O)N1CCN(S(=O)(=O)c2ccc3c(c2)SCC(=O)N3)CC1	1.02	-1.7	20.4	1.02	0.5	-1.7	1.7	-1.9	-2.2
18	Cc1ccc(Nc2nnc(SCC(=O)Nc3ncc(S(=O)(=O)c4ccc([N+](=O)[O-])cc4)s3)s2)cc1	0.894	4.7	4.9	0.953	3.4	-0.4	-5.6	-7.3	10.6
19	CCOC(=O)c1cnc2c(c(C)nn2C)c1Oc1ccc(Cl)cc1	1.11	-8.9	-12.2	1.09	4.0	1.7	-0.9	-1.1	-11.0
20	Cc1ccccc1N1CC(C(=O)Nc2nnc(SCC(=O)Nc3nccs3)s2)CC1=O (centres undefined)	0.843	8.5	16.2	0.915	-3.3	47.6*	0.0	-10.2	15.7
21	O=C(NCc1cccc(Br)c1)C1CC(c2ccccc2C(F)(F)F)=NO1 (centres undefined)	1.07	-5.0	11.5	1.05	-2.0	0.1	-4.7	12.5	-7.4
22	O=S(=O)(NCc1ccccn1)c1ccccn1	1.12	-31.8	-10.8	1.32	-0.1	0.5	-1.2	13.7	-11.6
23	COc1ccc2nc(SCC(=O)Nc3ccc(S(=O)(=O)Nc4onc(C)c4C)cc3)[nH]c2c1	0.857	12.9	1.4	0.871	0.5	-4.9	1.9	-8.7	14.3
24	O=C1CCC(=O)N1c1ccccc1-c1ccccc1	1.01	-1.7	-15.8	1.02	0.7	-6.5	2.4	-9.2	-1.5
25	NC1=NC(c2ccc(Cl)cc2)C(C(=O)c2ccccc2)N1 (centres undefined)	1.04	-3.5	-2.3	1.03	0.7	3.2	-1.2	7.8	-4.0
26	O=C(CN(Cc1ccccc1)C(=O)CNS(=O)(=O)c1ccc(F)cc1)NCc1ccco1	0.945	-1.2	-9.0	1.01	0.7	2.0	-5.2	-0.3	5.5
27	Nc1ccccc1-c1nnc(SCc2ccccc2F)[nH]c1=O	1.03	0.3	4.8	0.997	-1.7	1.8	-0.2	1.1	-2.6
28	CC(C)C1N(S(=O)(=O)c2ccccc2)CCN1S(=O)(=O)c1ccccc1	0.779	6.9	10.2	0.931	2.6	-2.9	0.1	-4.4	22.1
29	COc1ccc(-n2cc(C(=O)Nc3cc([N+](=O)[O-])ccc3OC)c3ccccc3c2=O)cc1	0.971	-9.6	-9.1	1.1	0.8	0.6	-0.2	-3.1	2.9
30	Cc1ccc(Nc2nc(N)nc(CN3CCN(Cc4ccc5c(c4)OCO5)CC3)n2)cc1	1.08	-29.7	-4.8	1.3	-1.7	-0.8	-1.5	-1.5	-8.3
31	CC[C@]12c3[nH]c4cc(CCC(=O)N(C)C)ccc4c3CCN1C(=O)[C@@H](CC(=O)NCCN1CCOCC1)C[C@@H]2C(=O)N1CCN(C(=O)c2ccco2)CC1	1.17	x	x	x	-0.4	-0.9	x	-2.0	-10.3
32	O=C(NCC(c1ccco1)N1CCCC1)c1cc(=O)[nH]c2ccccc12 (centres undefined)	1.06	8.1	-44.8	0.919	-2.8	-2.1	-2.1	-7.5	-6.0
33	Cc1ccc(CCC(=O)Nc2ccccc2C(=O)O)o1	1	0.2	-1.4	0.998	-1.5	-6.4	-1.5	-3.6	0.0
34	O=C(c1cccc(S(=O)(=O)N2CCOCC2)c1)N1CCCc2ccccc21	0.977	10.5	-11.5	0.895	0.5	2.2	2.3	-1.0	2.3
35	S=c1[nH]nc([C@@H]2C[C@H]2c2ccccc2)n1-c1ccccc1Cl	1.11	-5.5	3.4	1.05	4.5	-4.8	0.4	1.4	-10.8
36	COc1ccccc1C(c1nnnn1C(C)(C)C)N1CCCc2ccccc21 (centres undefined)	1.04	15.8	2.2	0.842	4.6	-3.0	-1.7	-5.5	-4.3
37	CCCCC(NC(=O)c1ccccc1)C(=O)OCC(=O)N1c2ccccc2Sc2ccccc21 (centres undefined)	1.31	-45.9	-5.4	1.46	0.3	-2.0	-5.3	-5.1	-31.3
38	Cc1ccc(NC(=S)NC2CC3CCC(C2)N3Cc2ccco2)c(C)c1 (centres undefined)	0.955	-2.8	-1.9	1.03	-1.1	-4.8	-0.6	-5.1	4.5
39	COc1ccc(C)cc1NC(=S)NN1CCN(C)CC1	0.995	-19.6	-9.2	1.2	0.1	3.4	0.7	-3.7	0.5
40	COc1ccc2ccc(OCC(=O)Nc3cc(C)on3)cc2c1	1.09	-8.9	-7.6	1.09	-2.4	-2.3	8.0	-8.9	-8.7
41	Cc1n[nH]c(C)c1S(=O)(=O)N1CCOCC1	1.04	3.1	-3.1	0.969	-4.5	-2.3	0.1	-4.6	-4.4
42	Cc1cccc(C(=O)NCC(=O)OCc2cc(=O)n3ccsc3n2)c1	0.984	-16.3	-15.6	1.16	0.1	22.5	1.5	-0.3	1.6
43	CN(C)c1ccc(/C=N/NC(=O)C2COc3ccccc3O2)o1 (centres undefined)	1.02	-10.1	-10.1	1.1	0.3	2.1	1.8	-6.0	-2.3
44	N#CCCN(C(=O)COC(=O)c1ccc(CNS(=O)(=O)c2ccc(F)c(Cl)c2)cc1)c1ccc(F)cc1	0.926	-9.6	-7.5	1.1	1.1	0.0	-1.9	-0.7	7.4
45	O=C(N/N=C/c1c(Cl)nc2ccccn2c1=O)c1cccnc1	0.971	-13.6	-1.8	1.14	-0.4	4.7	-3.5	-4.3	2.9
46	Cc1cccc(-n2nc3c(c2NC(=O)c2ccco2)CS(=O)C3)c1C (centres undefined)	1.15	-7.7	-5.5	1.08	1.4	-7.5	-1.0	-4.5	-15.3
47	C/C(NCc1ccccc1)=C(\C#N)C(=O)NCc1ccccc1	0.947	1.5	-7.2	0.985	0.4	-4.3	-2.1	-8.0	5.3
48	Cc1c(NC(=O)c2nn(CC(C)C)c(=O)c3ccccc23)c(=O)n(-c2ccccc2)n1C	1	5.1	6.2	0.949	-0.5	-0.6	0.9	-6.5	-0.3
49	O=C(Cc1ccc(Cl)cc1)NC1CC1	1.02	-5.9	0.6	1.06	-1.4	-0.3	-1.7	-1.4	-2.3
50	O=C(COC(=O)/C=C/c1ccc(F)cc1)NC1CC1	0.966	-21.5	-7.7	1.22	-0.6	3.0	-1.7	11.6	3.4
51	Cc1nc(NS(=O)(=O)c2cccc([N+](=O)[O-])c2)sc1C(C)(C)C	0.892	-4.4	8.8	1.04	2.2	-5.3	-1.2	-5.7	10.8
52	COc1ccc(NC(=O)C2CCN(C(=O)c3cccs3)CC2)cc1OC	1.24	7.5	5.0	0.925	-1.7	-1.1	-1.5	0.3	-23.8
53	CC(=O)c1c(C)[nH]c(C(=O)Nc2ccc(C)c(S(=O)(=O)Nc3ccc(C)cc3C)c2)c1C	1.04	-8.7	-2.5	1.09	91.8*	-2.9	-7.3	-7.5	-3.6

Single records, from the list above:
Shown for `Cc1c(NC(=O)c2nn(CC(C)C)c(=O)c3ccccc23)c(=O)n(-c2ccccc2)n1C` : mIAP act = 1; hIAP inh = 5.1; ATG4B inh = 6.2; hIAP activ = 0.949; MPTP inh = -0.5; APOBEC3A inh = -0.6; beta cell repl = 0.9; APOBEC3G inh = -6.5; mIAP inh = -0.3
Shown for `COc1ccc(-n2cc(C(=O)Nc3cc([N+](=O)[O-])ccc3OC)c3ccccc3c2=O)cc1` : mIAP act = 0.971; hIAP inh = -9.6; ATG4B inh = -9.1; hIAP activ = 1.1; MPTP inh = 0.8; APOBEC3A inh = 0.6; beta cell repl = -0.2; APOBEC3G inh = -3.1; mIAP inh = 2.9

Source: PubChem
